# L3MBTL1 inh = inhibitors of human L3MBTL1. Q9Y468. AlphaScreen L3MBTL1–H3K9me1 peptide binding. Potency, µM (highest dose often 57.1 µM), without a hit: top-dose activity, negative = inhibition, most hits filed as inhibitors. 230,000 tested, 0.66% active; further: on the % scale 0 is the no-effect control and ±100 the full control effect; nearly all actives have a fitted effect of over 60% in size
#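 Displacement of a biotinylated histone H3(1-15) peptide monomethylated at Lys9 (75 nM) from L3MBTL1 (50 nM) was measured by AlphaScreen after a 30 min room-temperature compound incubation; cefsulodin titration served as intraplate control.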
# TRb-SRC2 inh = disrupts binding of human TR beta to SRC2 | 280,000 tested, 0.065% active | AID 1469 | TRbeta-SRC2 peptide binding, fluorescence polarization; receptor liganded with 1 µM T3 | Potency, µM (titrated, usually from 106 µM), without a hit: top-dose activity change, negative = inhibition, actives largely listed as inhibitors;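 further: plate controls were bound peptide for no effect and peptide without receptor for full effect; nearly all actives have a fitted effect of over 50% in size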
# Target sequence (P10828 whole entry, looked up): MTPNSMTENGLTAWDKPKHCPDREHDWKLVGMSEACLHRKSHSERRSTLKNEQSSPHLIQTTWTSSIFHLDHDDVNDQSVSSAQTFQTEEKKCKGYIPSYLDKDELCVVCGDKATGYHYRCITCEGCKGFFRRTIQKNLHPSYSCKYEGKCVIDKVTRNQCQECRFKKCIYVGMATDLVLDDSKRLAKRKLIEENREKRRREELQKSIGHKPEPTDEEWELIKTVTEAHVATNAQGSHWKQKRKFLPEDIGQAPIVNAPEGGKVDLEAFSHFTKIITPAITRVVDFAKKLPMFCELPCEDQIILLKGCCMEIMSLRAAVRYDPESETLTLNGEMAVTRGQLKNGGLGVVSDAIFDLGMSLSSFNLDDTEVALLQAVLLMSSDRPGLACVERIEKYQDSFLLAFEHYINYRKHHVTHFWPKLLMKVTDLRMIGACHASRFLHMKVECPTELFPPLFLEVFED
#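 Read-out is fluorescence polarization (555 nm excitation, 632 nm emission) of a Texas Red SRC2 coactivator peptide; loss of signal reflects blocked binding to human TRb ligand-binding domain in the presence of 1 uM T3.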
# Tau ThT inhib = blocks human tau fibril formation measured by thioflavin T. P10636. recombinant tau K18 P301L, heparin-induced fibrillization, ThT fluorescence. Potency, µM (series often up to 57.4 µM), without a hit: at the highest dose activity, negative = inhibition, usual class: inhibitors. 270,000 tested, 2.1% active. AID 1460; further: on the % scale 0 is the no-effect control and ±100 the full control effect; nearly all actives have a fitted effect of over 55% in size
# Target sequence (P10636 561-689 P618L limits assumed): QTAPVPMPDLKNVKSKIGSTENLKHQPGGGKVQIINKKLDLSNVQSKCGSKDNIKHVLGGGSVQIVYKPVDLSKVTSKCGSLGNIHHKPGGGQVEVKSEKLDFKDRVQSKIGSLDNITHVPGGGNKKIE
#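 K18 P301L tau (15 uM + 0.24 uM Alexa 594-tagged), heparin 20 uM, NaOAc pH 7, 6 h 37 C; ThT 30 uM, 1 h RT, ex 450/em 510 nm.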
# TR SRC2 fluor cs = counter-screen for TRb-SRC2 inhibitors: fluorescence interference; AID 1479; 280,000 tested, 0.29% active; Potency, µM (highest dose often 106 µM), inactives show at the highest dose fluorescence change, negative = quenching; TRb/SRC2 Texas Red total fluorescence interference; active means well fitted curve in either direction with a large enough effect; inconclusive means small, poorly fitted or top-dose-only effect; further: on the % scale 0 is the no-effect control and ±100 the full control effect
#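 Human TRβ ligand-binding domain (0.6 uM) and Texas Red SRC2 peptide (20 nM) in Tris buffer with 1 uM T3 and 5% DMSO were incubated with pinned compound for 5 hr at ambient temperature. Total fluorescence was computed as S + 2P (555/632 nm).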
# Tau fibril FP = inhibitors of human tau fibril formation. Potency, µM (series often up to 57.7 µM), without a hit: at the top dose activity, negative = inhibition, usual class: inhibitors. K18 P301L tau heparin fibrillization, Alexa594 FP, 6 h. 280,000 tested, 0.39% active; further: on the % scale 0 is the no-effect control and ±100 the full control effect; nearly all actives have a fitted effect of over 55% in size
#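 Steps: dispense K18 P301L tau (15 uM plus 0.24 uM Alexa 594 tracer, final) in pH 7 sodium acetate; add compound; add heparin (20 uM final); incubate 6 hr, 37 C; add ThT (30 uM final); after 1 hr ambient, read FP.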
# Tau fluor cs = counter-screen for tau fibril formation inhibitors; tau K18 P301L Alexa594 fluorescence, heparin fibrillization; Potency, µM (top dose mostly 57.7 µM), without a hit: at the highest dose activity change, negative = decrease; 280,000 tested, 0.93% active; AID 1463; further: on the % scale 0 is the no-effect control and ±100 the full control effect; nearly all actives have a fitted effect of over 55% in size
#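 Human tau K18 P301L (15 uM unlabeled, 0.24 uM Alexa 594-labeled) in 100 mM sodium acetate pH 7 with 20 uM heparin, 6 hr at 37 C. ThT 30 uM added, 1 hr ambient; Alexa 594 FP and total fluorescence read at 555/632 nm.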
# RECQ1 helicase = blocks DNA unwinding by human RECQ1 | 240,000 tested, 0.54% active | RECQ1 DNA unwinding, red fluorescence kinetic read | P46063 | Potency, µM (series often up to 57.3 µM), without a hit: top-dose activity, negative = inhibition, hits mostly inhibitors;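 further: plate controls were vehicle for no effect and no enzyme for full effect; nearly all actives have a fitted effect of over 30% in size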
#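 50 nM RECQ1T1 preincubated 15 min with compound in Tris pH 8.0 buffer with MgCl2, DTT, Tween-20 and 2.5 ug/ml poly(dI-dC); started with 200 nM TAMRA/BHQ-2 forked duplex and 2 mM ATP. Unwinding read as fluorescence (525/598 nm), two reads 2 h apart.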
# HTT ATP protect = Huntington cell model cytoprotection by ATP luminescence; PC12 HTT-Q103 induced, cytoprotection, ATP luminescence, 40 h; Potency, µM (series often up to 56.4 µM), inactives show cytoprotection (ATP increase), most hits filed as activators; 230,000 tested, 0.14% active;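 further: % of control where 0% means no effect; nearly all actives have a fitted effect of over 45% in size; toxic huntingtin expression switched on by the ecdysone agonist tebufenozide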
#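 PC12 cells stably carrying ecdysone-inducible Htt exon 1 (Q103)–GFP were induced with 100 nM tebufenozide (final) alongside library compounds in a dose series. Cytoprotection was scored as retained ATP by ATPlite luminescence.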
# The depositor's hits bear a star; i = inactive; ? = inconclusive; . = not tested or not shown; & = joins results of further samples; [ ] = remark or other dose. Unless noted, the call rests on the fitted dose curve; in most records, active means well fitted curve in the direction sought with a large enough effect; inconclusive means small, poorly fitted or top-dose-only effect, or another doubt; inactive means no such curve, though single readings can be large; an effect the other way counts as inactive or inconclusive. Potency means the concentration at half of the fitted maximal effect. These rows are one share of the data, so the mix of outcomes need not match the whole.
No.	mol	L3MBTL1 inh	TRb-SRC2 inh	Tau ThT inhib	TR SRC2 fluor cs	Tau fibril FP	Tau fluor cs	RECQ1 helicase	HTT ATP protect
1	CC(=C/c1ccco1)/C=N/NC(=O)CSc1nnc(SCc2ccc(C)cc2)s1	-24%	-3%	-18%	-7%	?	-24%	-11%	-7%[10 µM]
2	Cc1occc1C(=O)N1CCN(Cc2ccccc2)CC1	.	1%	-15%	1%	-3%	-3%	-7%	-1%
3	Cc1ccc(NC(=O)C2CCCN(S(=O)(=O)c3ccc(C)cc3)C2)cc1 (configuration not stated)	.	2%	8%	2%	-6%	-10%	.	.
4	COCC(=O)OCC(=O)Nc1ccc(Cl)cc1[N+](=O)[O-]	-8%	-10%	-6%	-1%	6%	1%	-25%	-21%
5	CCn1c(SCC(=O)NC2CCS(=O)(=O)C2)nnc1-c1ccccc1 (configuration not stated)	-2%	2%	-4%	-1%	4%	6%	-4%	-18%
6	Cc1cccnc1NC(=S)Nc1ccc(F)cc1F	-1%	3%	-6%	-1%	5%	-8%	-1%	-10%
7	CC1(C)Cc2cccc(C(=O)NCc3ccco3)c2O1	-23%	0%	-8%	0%	-2%	8%	-15%	4%[10 µM]
8	COc1cccc(N(CC(=O)O)S(=O)(=O)c2ccccc2)c1	-19%[11.4 µM]	-14%	10%	2%	-3%	3%	i	8%[0.074 µM]
9	COC(=O)c1ccccc1NC(=O)CSc1nnc(Cc2ccc(Cl)cc2)o1	11%	-4%	-6%	0%	0%	-7%	0%	6%[10 µM]
10	CC1CCCCC1NC(=O)CN1C(=O)NC(Cc2ccccc2)(Cc2ccccc2)C1=O (configuration not stated)	.	-2%	-9%	1%	5%	-7%	3%	16%
11	COc1cccc(N2CCN(c3ncnc4onc(-c5ccc(F)cc5)c34)CC2)c1	.	3%	-9%	2%	-6%	-19%	.	.
12	COc1ccc(S(=O)(=O)Nc2cccc(-c3ccc(N4CCCCC4)nn3)c2)cc1F	.	0%	-3%	-1%	?	?	.	.
13	Oc1ccccc1C1Nc2cccc3cccc(c23)N1	?	1%	7%	-2%	6%	11%	-3%	-17%[10 µM]
14	COc1cc2nc3occc3c(OC)c2cc1OC	6%	-3%	-16%	-2%	-4%	-7%	0%	.
15	Cc1ccc(-c2nnc(Nc3ccc(F)cc3)c3ccccc23)cc1S(=O)(=O)NC(C)C	.	9%	-6%	-2%	?	?	.	.
16	O=C(Cn1c(C(=O)N2CCc3ccccc3C2)cc2sccc21)c1ccccc1	-14%	11%	-19%	0%	-1%	-26%	-12%	0%[10 µM]
17	O=C(Cn1c(=O)n(-c2ccccc2)c(=O)c2ccc(C(=O)NCc3ccc4c(c3)OCO4)cc21)Nc1ccc(Br)cc1F	.	4%	17%	0%	?	-1%	.	.
18	Cc1ccc(C(=O)COC(=O)c2ccc(Br)o2)cc1C	9%	-1%	?	-3%	-4%	-22%	-14%	-4%
19	O=C(Nc1nc(-c2cccc(Br)c2)cs1)Oc1ccccc1	-2%	2%	-16%	-2%	-9%	-24%	6%	-16%
20	O=S(=O)(c1ccccc1)c1nnn2c1nc(NCc1ccc(F)cc1)c1sccc12	.	-4%	?	-1%	?	18%	.	.
21	NC(=O)c1cccnc1OCC(F)(F)F	0%	4%	-8%	1%	10%	6%	i	14%[10 µM]
22	CC(=O)NCCn1c(SCc2ccc(C)cc2)nc2ccccc2c1=O	-3%	-2%	-7%	0%	3%	-3%	i	-17%
23	O=C(Cc1cccs1)N1CCN=C1SCc1ccccc1Cl	23%	2%	-12%	-1%	0%	-17%	-3%	-8%
24	CC(C)CC(C(=O)OCC(=O)c1c(N)n(C)c(=O)n(C)c1=O)N1C(=O)c2ccccc2C1=O (configuration not stated)	-3%	-1%	-1%	-1%	?	?	-2%	.
25	O=C(O)C(Cc1c[nH]c2ccccc12)N1C(=O)C2C3c4ccccc4C(c4ccccc43)C2C1=O (configuration not stated)	-15%	-1%	-8%	-4%	1%	-2%	i	-28%
26	O=C(c1ccccc1[N+](=O)[O-])N1CCC(Cc2ccccc2)CC1	-9%	3%	6%	0%	7%	2%	0%	-7%
27	CCn1c(SCC(=O)N/N=C(\C)c2ccncc2)nnc1-c1ccc(C)cc1	-3%	-3%	-9%	-3%	-2%	-9%	-4%	8%[10 µM]
28	CC1CCCC(C)N1C(=O)CN1C(=O)C(C)(C)Oc2ccc(C(=O)NC3CCCCC3)cc21 (configuration not stated)	.	5%	-3%	1%	2%	-1%	-4%	-23%[10 µM]
29	CCC(=O)N(CCCN(C)C)c1nc(-c2cc(OC)ccc2OC)cs1	-10%	-6%	-15%	-2%	7%	-4%	i	10%[10 µM]
30	Cc1ccc(C)n1C(Cc1ccccc1)C(=O)O (configuration not stated)	5.6µM*	-10%	?	0%	-14%	-7%	13µM*	14%

# Of the compounds above, 3 have bromine.
No.	mol	L3MBTL1 inh	TRb-SRC2 inh	Tau ThT inhib	TR SRC2 fluor cs	Tau fibril FP	Tau fluor cs	RECQ1 helicase	HTT ATP protect
17	O=C(Cn1c(=O)n(-c2ccccc2)c(=O)c2ccc(C(=O)NCc3ccc4c(c3)OCO4)cc21)Nc1ccc(Br)cc1F	.	4%	17%	0%	?	-1%	.	.
18	Cc1ccc(C(=O)COC(=O)c2ccc(Br)o2)cc1C	9%	-1%	?	-3%	-4%	-22%	-14%	-4%
19	O=C(Nc1nc(-c2cccc(Br)c2)cs1)Oc1ccccc1	-2%	2%	-16%	-2%	-9%	-24%	6%	-16%

# Additional results:
No.	mol	L3MBTL1 inh	TRb-SRC2 inh	Tau ThT inhib	TR SRC2 fluor cs	Tau fibril FP	Tau fluor cs	RECQ1 helicase	HTT ATP protect
31	COc1ccc(CCNC(=O)c2ccc(SC)cc2OC)cc1	7%	2%	7%	-3%	18%	15%	i	-17%
32	Cc1ccc(N2CCN(c3ccc(NCc4nc5ccccc5n4C)cc3)CC2)cc1	?	-7%	2.5µM*	-4%	-14%	?	-1%	.
33	CCc1ccc(NC(=O)Cn2c(=O)n(-c3ccc(OC)cc3)c(=O)c3ccc(C(=O)NCc4ccc(C)cc4)cc32)cc1	.	6%	6%	-12%	?	7%	.	.
34	CC1(OC(=O)CCc2ccccc2)C(=O)C=C2C=C(c3ccc(C#N)cc3)N(C3CCCC3)C=C2C1=O (configuration not stated)	.	0%[11.2 µM]	?	-3%[11.2 µM]	0%[11.6 µM]	-13%[11.6 µM]	7%[11.5 µM]	15%&-5%[10 µM]
35	Cc1ccc(C)c(OCC(=O)Nc2ccc(S(=O)(=O)Nc3ccccn3)cc2)c1C	-4%	9%	-6%	-6%	4%	-17%	-5%	17%[1.9 µM]
36	CC12CCC(C(=O)NCCCN3CCOCC3)(C(Br)C1=O)C2(C)C (configuration not stated)	-6%	-5%	-3%	-6%	-4%	-4%	-2%	22%[10 µM]
37	Cc1cccc([N+](=O)[O-])c1C	.	-4%[201 µM]	.	-2%[201 µM]	.	.	6%	-1%
38	Cc1cc(C)n2c(SCc3ccc(C#N)cc3)nnc2n1	4%	2%	-12%	-6%	-3%	-14%	-15%	-4%
39	CC(=O)c1nn(-c2ccc(OC(F)(F)F)cc2)nc1Nc1ccccc1	.	2%	3%	-1%	11%	3%	.	.
40	O=C(NCc1cccnc1)C(=O)NCC1CCCO1 (configuration not stated)	6%	4%	-14%	1%	-6%	-11%	i	22%[10 µM]
41	CCNC(=O)NC(=O)COC(=O)C1CSC2(C)CCC(=O)N12 (configuration not stated)	-7%	-1%	-2%	-3%	0%	0%	i	-1%
42	CCOc1ccccc1NC(=O)C(CC(C)C)NS(=O)(=O)c1ccc2c(c1)CCN2C(C)=O (configuration not stated)	.	-5%	-12%	-1%	-6%	-18%	.	.
43	CCOC(=O)/C(C#N)=C1/C=CN(C)C=N1	-2%	10%	1%	1%	-3%	-2%	-2%	-15%
44	Cc1ccc(NC2=C(NC(=O)c3ccccc3)C(=O)c3ccccc3C2=O)cc1Cl	?	0%	16µM*	-3%	?	?	-6%	-7%[10 µM]
45	O=C(NCCCn1ccnc1)C(=O)NCc1ccc(Cl)cc1	1%	-5%	-5%	1%	-3%	-5%	-6%	32%[10 µM]
46	CCC(C)(C(=O)NC1CCCCC1)N(Cc1ccco1)C(=O)Cc1cccs1 (configuration not stated)	1%	-10%	-4%	-1%	3%	0%	-8%	8%
47	O=C(C[n+]1ccccc1)N/N=C/c1ccc(O)cc1	0%	-8%	-5%	-7%	-3%	-5%	i	6%[10 µM]
48	Cc1[nH]c2ccccc2c1C(=O)C(=O)NCCC1=CCCCC1	-9%	-6%	-6%	-26%	?	?	6%	-10%[10 µM]
49	C=CCSc1nc(=O)n2cccc(C)c2n1	0%	2%	4%	1%	2%	4%	0%	-3%[10 µM]
50	Cc1ccn2cc(C(=O)Nc3nnc(C)s3)nc2c1	16%	7%	-11%	4%	3%	3%	i	-30%
51	CC1=NN(c2ccccc2)C(=O)C1C(=O)c1ccccc1 (configuration not stated)	2%	1%	-8%	-5%	-9%	-8%	-2%	-8%[1.9 µM]
52	Cc1nn2c(=O)cc(COC(=O)c3ccc(NC(=O)CCc4ccccc4)cc3)nc2s1	.	-5%	1%	0%	1%	5%	.	.
53	Cc1cc(C)cc(NC(=S)N2CCN(c3ncccn3)CC2)c1	?	5%	-5%	-1%	-4%	-7%	-4%	11%[10 µM]
54	O=C(CSc1nnc(CNc2ccc(F)cc2)n1Cc1ccccc1)N1CCOCC1	6%	2%	-9%	4%	1%	-3%	i	6%
55	CC(=O)Nc1cccc(NC(=O)C2CCCN2C(=O)Nc2ccc(C)cc2)c1 (configuration not stated)	7%	-2%	7%	0%	1%	9%	i	32%
56	COc1cccc(C(=O)NC2=NCCS2)c1OC	-1%	0%	2%	1%	3%	-1%	-4%	-17%[1.9 µM]
57	CC[N+]1=C(C)C(C)(C)c2cc(C)ccc21	.	?	3.5µM*	40µM*[fluorescent]	?	0.71µM*[fluorescent]	25µM*	-112%[inhibitor]

# Screening results from PubChem.
